From PubChem
DAGLB inhibitor = blocks human DAGLB lipase activity; Q8NCG7; HEK293T DAGLB membrane lysate, EnzChek fluorogenic substrate; inhibition, % at 5.17 µM; 340,000 compounds, 0.059% hits; AID 504411; in the data active means inhibition above about 34%;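 further: 0% = enzyme with vehicle and 100% = wells lacking enzyme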
Target sequence (Q8NCG7 whole entry, looked up): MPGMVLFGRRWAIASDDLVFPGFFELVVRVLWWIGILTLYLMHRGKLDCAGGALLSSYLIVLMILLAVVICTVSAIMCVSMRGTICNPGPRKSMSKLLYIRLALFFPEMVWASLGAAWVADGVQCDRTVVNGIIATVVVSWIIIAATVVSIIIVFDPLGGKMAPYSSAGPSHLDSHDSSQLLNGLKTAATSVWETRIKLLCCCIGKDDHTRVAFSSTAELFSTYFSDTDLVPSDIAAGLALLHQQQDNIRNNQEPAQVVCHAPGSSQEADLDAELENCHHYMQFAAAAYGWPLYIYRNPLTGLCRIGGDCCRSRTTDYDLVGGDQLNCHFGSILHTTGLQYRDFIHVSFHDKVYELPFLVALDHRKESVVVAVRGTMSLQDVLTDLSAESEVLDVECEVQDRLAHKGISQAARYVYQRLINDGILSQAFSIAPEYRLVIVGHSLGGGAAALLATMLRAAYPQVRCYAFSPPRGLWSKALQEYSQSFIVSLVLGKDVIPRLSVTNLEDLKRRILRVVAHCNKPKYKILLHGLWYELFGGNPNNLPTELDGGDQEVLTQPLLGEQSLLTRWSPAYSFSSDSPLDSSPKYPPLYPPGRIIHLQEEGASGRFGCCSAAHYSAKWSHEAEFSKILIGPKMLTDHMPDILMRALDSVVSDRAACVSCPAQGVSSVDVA
Rtt109 Vps75 = inhibitors of Candida albicans Rtt109/Vps75 histone acetyltransferase | purified Rtt109/Vps75, ThioGlo CoA-SH fluorescence, 4 h | 330,000 compounds, 0.16% hits | Q5AAJ8 | inhibition, % at 34.9 µM | AID 540336;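 active means inhibition of at least 50% in every replicate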
CAL PDZ FP-1 = blocks peptide binding to human CAL PDZ domain; Q9HD26; purified CAL PDZ, TMR-peptide fluorescence polarization, 1 h; inhibition, % at 20 µM; 330,000 compounds, 0.02% hits; AID 504414;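 active means highest replicate inhibition of at least 40%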;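 further: plate controls were DMSO neutral control wells for no effect and unlabeled competitor peptide control wells for full effect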
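Test system: purified CerCALP PDZ construct; Compound dosing: one concentration, 20 µM compound; Also added: TMR-labelled reporter peptide T*-PRC34 bound in PDZ groove; Read-out: inhibition from polarization loss; Controls: unlabelled peptide and DMSO controls; Signal: FP readout, S and P plane fluorescence; Incubation: 1 h at RT.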
PKA-R2B act = activates the human PKA-R2B holoenzyme complex | PKA-R2B holoenzyme dissociation, Cy5-IP20 fluorescence polarization; R2B truncated from residue 108, S112A mutant; 0% DMSO only, 100% 113 µM cGMP | activation, % at 11.4 µM | 340,000 compounds, 0.079% hits | AID 504700;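 active means activation above a cutoff set at the mean over all compounds plus 3 SD, cut at about 18% in these data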;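 further: higher means more holoenzyme dissociation and a rise in polarization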
Target sequence (P31323 whole entry, looked up, other chains not shown, the tested form may be a part): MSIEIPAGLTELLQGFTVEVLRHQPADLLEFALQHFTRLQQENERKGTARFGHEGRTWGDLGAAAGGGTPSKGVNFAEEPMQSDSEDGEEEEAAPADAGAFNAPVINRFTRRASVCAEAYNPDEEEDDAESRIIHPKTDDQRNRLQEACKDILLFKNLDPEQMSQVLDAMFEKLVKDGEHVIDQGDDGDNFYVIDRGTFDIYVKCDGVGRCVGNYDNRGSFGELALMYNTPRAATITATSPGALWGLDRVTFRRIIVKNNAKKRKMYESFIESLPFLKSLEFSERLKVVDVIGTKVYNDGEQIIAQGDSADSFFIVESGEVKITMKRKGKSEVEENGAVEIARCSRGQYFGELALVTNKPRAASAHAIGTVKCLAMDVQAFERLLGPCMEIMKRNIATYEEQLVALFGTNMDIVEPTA
Keap1-Nrf2 PPI = disrupts human Keap1 binding to Nrf2 peptide; 340,000 compounds, 0.15% hits; Q14145; inhibition, % at 9.4 µM; Keap1 Kelch-Nrf2 peptide fluorescence polarization, 1536-well; AID 504523; in the data active means inhibition above about 12%;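 further: human Keap1 Kelch domain with fluorescein labeled Nrf2 9mer peptide probe; 0% = neutral control wells and 100% = peptide positive control; higher means more block of Keap1 binding to Nrf2 peptide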
C-LANA FP = inhibitors of KSHV LANA C-terminal domain DNA binding; MBP-C-LANA/FAM-LBS DNA binding, fluorescence polarization; inhibition, % at 9 µM; 340,000 compounds, 0.078% hits; AID 504423;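 active means highest replicate inhibition at or above 60% at 9 µM, even if other replicates fall short; inactive means all replicates below 60% inhibition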;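 further: 0% = neutral control wells and 100% = 4 µM acridine orange control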
CAL PDZ FP-2 = CAL PDZ (human) peptide binding inhibition. purified CAL PDZ, TMR-peptide fluorescence polarization, 1 h. inhibition, % at 24.9 µM. 300,000 compounds, 0.92% hits. Q9HD26. AID 602252;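 active means mean inhibition of at least 30% with at least half of replicates also reaching 30%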;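 further: 0% = DMSO neutral control and 100% = excess unlabeled competitor peptide PRC23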
SR-BI DiI-HDL act = enhances SR-BI lipid uptake from DiI-HDL | 320,000 compounds, 0.096% hits | AID 504775 | activation, % at 12.5 µM | CHO ldlA[mSR-BI] cells, DiI-HDL uptake fluorescence, 3 h; 100 = double the neutral-control signal;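 active means mean replicate activation of at least 60% and every replicate at or above 60%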;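 further: 0% = median plate neutral-control signal and 100% = twice that signal; values of inactives mirror those of a sister screen read the other way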
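System: CHO ldlA[mSR-BI] cells / Medium: HEPES-buffered (25 mM, pH 7.4) F12 plus 0.5% BSA / Probe or stimulus: labelled HDL, 10 µg/mL / Doses: single compound concentration, delivered by pin transfer / Schedule: 3 h, 37 °C / Measured by: DiI fluorescence, bottom read / Measure: cell-associated DiI fluorescence as measure of HDL uptake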
RTF Ca sens inh = cardiac RTF calcium desensitization; IANBD-labeled cardiac RTF, Ca2+ fluorescence; inhibition, % at 7.15 µM; 340,000 compounds, 0.12% hits; AID 493244;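 active means inhibition above the mean inhibition of all tested compounds plus 3 SD, cut at about 17% in these data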;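 further: assay run at fixed EC70 calcium of 1.6 mM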
RTF Ca sens act = cardiac RTF calcium sensitization. P19429+P45379. 340,000 compounds, 0.24% hits. IANBD-labeled TnC RTF fluorescence at EC20 calcium; 0% EC20 calcium, 100% full calcium. activation, % at 7.2 µM;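 active means activation above the mean over all tested compounds plus 3 SD, cut at about 30% in these data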;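 further: rise in fluorescence read as greater calcium sensitivity of cardiac thin filaments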
* marks the source's active call; other numbers are inactive results; · = not tested or not shown.

SMILES	DAGLB inhibitor	Rtt109 Vps75	CAL PDZ FP-1	PKA-R2B act	Keap1-Nrf2 PPI	C-LANA FP	CAL PDZ FP-2	SR-BI DiI-HDL act	RTF Ca sens inh	RTF Ca sens act
Cc1ccc(S(=O)(=O)c2nc(S(C)(=O)=O)sc2N2CCC3(CC2)OCCO3)cc1	2.2	4.3	-0.5	1.5	-1.0	0.5	-1.6	0.3	-10.4	-1.8
Cc1ccsc1C(=O)Nc1ccc(OCc2ccccc2)cc1	-1.8	-4.1	-0.7	0.1	-1.5	0.0	-9.7	-7.2	-2.6	-5.1
Cc1sc(Nc2ccc([N+](=O)[O-])cc2)nc1-c1c(C)n(C)n(-c2ccccc2)c1=O	1.0	18.7	0.9	-8.0	1.8	1.8	-5.2	-48.9	3.9	4.1
Cc1ccc(S(=O)(=O)N2CCCCC2)cc1NC(=O)COC(=O)c1ccc2c(c1)OCO2	0.8	-6.6	0.7	-4.0	1.3	1.5	-3.5	9.7	-10.7	0.7
CC(=O)NCc1c(Cl)cccc1-n1cccc1	-1.7	7.8	-0.3	-0.8	-1.4	-0.9	-0.5	-4.2	0.1	2.9
CC(C)c1cc(C(=O)NNC(=S)NC2CCCCC2)cs1	-5.5	23.1	-2.2	-10.2	-1.2	5.0	-3.7	21.6	0.5	-5.9
O=C(N/N=C/c1cc(Cl)cc([N+](=O)[O-])c1O)C(O)(c1ccccc1)c1ccccc1	20.2	-2.7	1.1	-4.7	1.3	0.1	-1.0	-77.8	-5.0	6.4
COc1ccc(CN2CCC(=O)N([C@H](CO)c3ccccc3)CC2)cc1	2.5	-2.1	-0.4	-6.5	-4.8	1.7	-1.7	37.3	-9.0	16.9
c1csc(-c2nc(-c3ccncc3)no2)c1	-1.8	-3.2	-2.7	-3.2	1.6	0.2	-2.1	8.9	-19.3	-0.6
Oc1ccccc1N=Cc1c(O)ccc2ccccc12	1.3	-0.6	1.5	4.4	-18.6	-5.0	-5.5	-80.4	-26.4	3.1
CCN(C1=NS(=O)(=O)c2ccccc21)N(CC)S(=O)(=O)c1ccc(C)cc1	-6.1	·	-2.4	5.0	-0.5	0.0	-1.4	1.5	-10.4	-6.1
COC(=O)c1c(NC(=O)CC2SC(N)=NC2=O)sc2c1CCC(C(C)(C)C)C2 (centres undefined)	2.8	7.1	-1.4	-21.0	-5.7	-0.1	-3.5	26.7	8.6	0.9
Cn1c(NCCCN2CCOCC2)nc2c1c(=O)n(Cc1ccc(Cl)c(Cl)c1)c(=O)n2C	5.3	-6.8	-0.2	6.2	1.5	-0.5	-9.1	6.2	-4.0	-0.8
NS(=O)(=O)c1ccc(CCNC(=S)Nc2ccc(F)cc2)cc1	-0.9	-7.9	0.1	-4.8	-5.3	1.7	-2.4	3.9	11.8	-8.1
Cc1cnn(-c2cc(Oc3ccccc3)ncn2)c1	-5.7	-9.2	-0.2	9.7	-5.2	0.7	-6.0	25.2	-10.3	-4.6
COc1ccc(C(=O)c2c[nH]c(C(=O)N=CN(C)C)c2)cc1	2.6	8.0	-3.4	-9.0	-0.2	-0.6	-1.1	10.5	11.4	1.2
C[C@H]1CCC[C@]2(O[C@H](CCO)C[C@H](O)[C@H]2O)O1	1.3	4.8	0.5	4.4	-1.5	-1.6	2.2	-1.0	-4.2	-1.5
C=CC[C@H](CC(=O)OC(C)(C)C)C(=O)OC[C@H]1CCCN1C(=O)[C@H](CC=C)CC(=O)N(CCO)Cc1ccccc1	-2.6	-1.4	-1.1	8.9	-5.6	2.1	-1.4	0.3	-0.5	2.4
Cc1ccc([C@@H]2[C@@H]3C(=O)N(c4ccccc4)C(=O)[C@@H]3[C@]3(Cc4ccccc4)C(=O)N(CC4CC4)CC(=O)N23)o1	-1.4	0.2	0.6	-8.4	-1.9	0.0	-0.7	14.0	-20.1	-4.9
Cc1cc([N+](=O)[O-])c2[nH]c(C(=O)N/N=C/c3ccccc3C(=O)O)c(-c3ccccc3)c2c1	5.5	-2.5	-1.5	-1.1	3.2	0.7	·	9.5	-10.8	10.3

Grouped by structure: the entries above containing a tert-butyl group
SMILES	DAGLB inhibitor	Rtt109 Vps75	CAL PDZ FP-1	PKA-R2B act	Keap1-Nrf2 PPI	C-LANA FP	CAL PDZ FP-2	SR-BI DiI-HDL act	RTF Ca sens inh	RTF Ca sens act
COC(=O)c1c(NC(=O)CC2SC(N)=NC2=O)sc2c1CCC(C(C)(C)C)C2 (centres undefined)	2.8	7.1	-1.4	-21.0	-5.7	-0.1	-3.5	26.7	8.6	0.9
C=CC[C@H](CC(=O)OC(C)(C)C)C(=O)OC[C@H]1CCCN1C(=O)[C@H](CC=C)CC(=O)N(CCO)Cc1ccccc1	-2.6	-1.4	-1.1	8.9	-5.6	2.1	-1.4	0.3	-0.5	2.4

(more compounds)
SMILES	DAGLB inhibitor	Rtt109 Vps75	CAL PDZ FP-1	PKA-R2B act	Keap1-Nrf2 PPI	C-LANA FP	CAL PDZ FP-2	SR-BI DiI-HDL act	RTF Ca sens inh	RTF Ca sens act
N#Cc1c(N)sc2c1CCCCCC2	2.3	0.7	-2.0	-6.6	-5.7	1.1	·	-11.7	-12.6	1.4
COC(=O)c1ccccc1NC(=O)c1cc(-c2cccs2)on1	-0.3	-5.0	-3.4	-2.3	-1.4	-0.6	-0.8	12.3	-3.4	-6.0
CCC(C)(C)n1nnnc1C(c1cccs1)N1CCN(Cc2ccccc2)CC1 (centres undefined)	-0.8	22.6	-2.0	6.4	-3.5	0.0	0.2	-2.6	0.8	-2.8
O=C(/C=C/c1ccccc1)N1CCC(c2ccccc2)C1 (centres undefined)	-3.3	8.7	-1.0	-12.7	-1.9	1.8	-1.5	-30.0	-27.5	1.9
Cc1nn(-c2ccccc2)c(C)c1/C=N/NC(=O)c1cc(-c2ccc(Br)s2)[nH]n1	1.8	-0.2	-0.5	-5.9	-3.3	-1.0	·	-70.5	-8.1	-0.2
CN(C(=O)C1CCCO1)C1CCS(=O)(=O)C1 (centres undefined)	-2.0	1.1	-0.3	0.3	0.6	0.5	·	23.5	-23.9	-1.9
Cc1ccc(S(=O)(=O)N2[C@@H](c3ccccc3)C(C(=O)O)=CC[C@H]2c2cccs2)cc1	6.2	-3.2	-0.6	-1.5	-0.1	3.3	-0.6	3.5	-13.9	-3.5
Cc1ccc(N2CC(C(=O)NCCS(=O)(=O)N3CCN(c4ccc(F)cc4)CC3)CC2=O)cc1 (centres undefined)	0.7	-4.0	0.0	-1.6	-2.7	-0.4	·	-0.4	2.2	-0.1
COc1ccc(Cn2nnc(C(=O)Nc3ccc4c(c3)OCCO4)c2N)cc1Br	-5.9	9.9	-3.1	-9.7	-5.3	0.2	-4.4	-14.1	-8.3	3.7
COC(=O)c1ccccc1NC(=S)NC(C)=O	1.0	2.6	0.7	9.6	-1.4	-2.0	·	5.2	6.2	-5.3
Cc1cccc(NS(=O)(=O)c2ccc(C(=O)NCCCN3CCOCC3)cc2)c1C	1.5	-7.7	-0.6	7.6	-1.1	-0.7	-3.3	2.6	-11.9	2.2
COC(=O)c1cn(-c2ccc(Cl)cc2)c(=O)c2ccccc12	-7.7	-10.5	-0.1	6.3	-0.9	-0.2	-4.1	-68.7	-7.7	7.6
Nc1cccc(C(=O)Nc2ccc3nc(-c4cccnc4)[nH]c3c2)c1	1.9	2.6	-2.0	-1.9	-2.0	0.7	0.0	-8.4	-5.3	11.6
O=C(Cn1c(COc2ccccc2)nc2ccccc21)Nc1cccc(Cl)c1	0.4	-12.9	-0.1	6.4	0.6	-0.4	-2.1	1.1	9.6	6.0
Cc1cccn2cc(-c3ccc(S(=O)(=O)N4CCCCC4)cc3)nc12	-6.3	-10.9	-1.6	-11.9	0.3	0.2	-4.0	3.9	-10.4	1.4
O=C(Cc1ccc2c(c1)OCCO2)c1c(O)cc(O)cc1O	11.0	·	-2.2	0.4	-1.9	0.4	-3.1	24.6	-3.6	-5.1
COc1ccc(/C=C/CN2CCN(Cc3ccc(F)cc3)C(CCO)C2)cc1 (centres undefined)	0.4	0.8	0.1	-6.3	-0.1	3.1	-5.8	9.3	4.7	5.8
CC1CCN(C(=O)c2ccc(N(C)S(C)(=O)=O)cc2)CC1	-2.1	-25.6	-0.2	-9.1	3.0	0.8	-1.8	12.5	-8.3	-2.4
CCCCOC(=O)C1=C(N)N2C(=O)C(C)SC2=C(C(=O)OCC)C1c1ccc(O)c(OC)c1 (centres undefined)	-1.5	-6.6	-1.3	6.3	2.9	-5.0	-1.8	0.8	-7.1	-2.9
COc1ccccc1C(=O)N1CCN(C(=O)c2oc3ccc(C)cc3c2C)CC1	-1.3	-3.6	-2.6	-11.9	-3.2	0.2	-2.8	-10.4	-8.2	-0.9
Cc1ccc(Cl)cc1NC(=O)C(=O)N/N=C/c1ccc2c(c1)OCO2	1.7	-2.1	-0.8	-0.9	1.6	-0.1	-2.6	-7.1	2.9	-3.9
C#CCNC(=O)C1=C[C@@H](c2ccccc2)C[C@@H](OCCCCO)O1	1.3	0.4	-0.6	-6.8	-2.5	2.7	-1.9	-7.5	-9.7	4.2
COCCN(CCOC)C(=O)CCn1c(=O)oc2ccccc21	1.8	-5.7	-1.1	0.8	0.9	2.2	10.1	-6.9	-7.2	1.2
CCN(CC(=O)Nc1ccccc1C(F)(F)F)C(=O)CCS(=O)(=O)c1ccc(C)cc1	0.5	-0.2	-1.6	12.9	0.0	0.7	-0.3	28.3	-4.0	2.0
COc1cccc(C(=O)N2CCC(n3nccc3NC(=O)CCOc3ccccc3)CC2)c1	-0.2	0.8	-3.1	-5.7	4.7	1.2	-3.6	-17.4	-13.6	1.6
COc1ccc(C(=O)NCc2ccc3c(c2)cc(C)n3C)cc1	3.7	1.6	0.3	9.0	1.8	0.3	·	4.2	-6.1	7.1
CCCn1c(SCC(=O)Nc2cc(C(=O)O)ccc2C)nc2sc3c(c2c1=O)CCC3	2.4	-3.3	-1.0	-4.7	-0.9	-0.6	-6.1	3.8	-2.6	-4.1
CSc1nc(-c2ccco2)nn1S(C)(=O)=O	-1.7	0.4	·	-5.6	1.1	-0.3	·	-0.2	-9.3	1.6
COc1ccccc1CC(=O)NC1CC(C)(C)NC(C)(C)C1	2.1	-2.4	-0.5	0.6	-1.3	-0.9	0.9	15.0	-15.7	3.5
C=CCn1c(-c2cccnc2)n[nH]c1=S	0.8	-9.0	-0.5	-2.4	-4.7	-1.0	-1.2	-1.2	-6.9	2.2
Cc1ccc(S(=O)(=O)N(C)CC(=O)NNC(=O)CCNS(=O)(=O)c2cccc(C)c2)cc1	-2.6	-9.3	-0.5	-2.6	-6.3	0.1	·	-12.4	1.7	-4.6
Cc1cccc2cc(C(c3nnnn3C(C)(C)C)N(Cc3ccco3)CC3CCCO3)c(=O)[nH]c12 (centres undefined)	-1.1	-2.6	-1.1	-4.2	0.6	17.0	·	15.7	1.8	3.0
Cc1ccc2cc(C#N)c(SCc3nnc(-c4ccccc4[N+](=O)[O-])o3)nc2c1	0.2	3.7	1.1	1.6	-1.0	0.0	-3.2	-57.5	2.7	0.4
